Source: PubChem BioAssay (Broad Institute)
S100A4 MyoIIA = S100A4-myosin IIA interaction inhibition; P26447; S100A4/TAMRA-MyoIIA peptide fluorescence polarization; inhibition, % at 10.7 µM; 360,000 compounds, 0.14% hits; AID 652163;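 active = mean inhibition of at least 70% across replicates, with every replicate also reaching that level; inconclusive = mean inhibition reaches 70% but some replicates fall short; inactive = mean inhibition below 70%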
Target sequence (P26447 whole entry, looked up): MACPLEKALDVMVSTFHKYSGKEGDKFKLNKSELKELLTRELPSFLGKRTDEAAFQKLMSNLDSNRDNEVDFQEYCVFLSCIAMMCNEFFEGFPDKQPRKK
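Test system: S100A4 monomer protein. Medium: HEPES buffer with Ca2+, pH 7.2. Reagent: fluorescent myosin IIA peptide, 5 nM. Compound dosing: single-point compound testing. Timing: 5 min between mix addition and reading. Benchmarks: DMSO neutral and TFP positive wells.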
RAD54 branch = RAD54 (human) branch migration inhibition; Q92698; RAD54 Holliday junction branch migration, FAM/BHQ fluorescence; inhibition, % at 10.4 µM; 360,000 compounds, 0.14% hits;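 active = mean normalized replicate activity at least 40 and at least half of replicates scoring 40 or more; inconclusive = only one of the two criteria met; inactive = mean below 40 and under half of replicates reaching 40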;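 also: 0% = median of neutral control wells and 100% = median of positive control wells; inhibitors cause a drop in the FAM fluorescence signal; in these data hits start at about 50%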
Target sequence (Q92698 whole entry, looked up): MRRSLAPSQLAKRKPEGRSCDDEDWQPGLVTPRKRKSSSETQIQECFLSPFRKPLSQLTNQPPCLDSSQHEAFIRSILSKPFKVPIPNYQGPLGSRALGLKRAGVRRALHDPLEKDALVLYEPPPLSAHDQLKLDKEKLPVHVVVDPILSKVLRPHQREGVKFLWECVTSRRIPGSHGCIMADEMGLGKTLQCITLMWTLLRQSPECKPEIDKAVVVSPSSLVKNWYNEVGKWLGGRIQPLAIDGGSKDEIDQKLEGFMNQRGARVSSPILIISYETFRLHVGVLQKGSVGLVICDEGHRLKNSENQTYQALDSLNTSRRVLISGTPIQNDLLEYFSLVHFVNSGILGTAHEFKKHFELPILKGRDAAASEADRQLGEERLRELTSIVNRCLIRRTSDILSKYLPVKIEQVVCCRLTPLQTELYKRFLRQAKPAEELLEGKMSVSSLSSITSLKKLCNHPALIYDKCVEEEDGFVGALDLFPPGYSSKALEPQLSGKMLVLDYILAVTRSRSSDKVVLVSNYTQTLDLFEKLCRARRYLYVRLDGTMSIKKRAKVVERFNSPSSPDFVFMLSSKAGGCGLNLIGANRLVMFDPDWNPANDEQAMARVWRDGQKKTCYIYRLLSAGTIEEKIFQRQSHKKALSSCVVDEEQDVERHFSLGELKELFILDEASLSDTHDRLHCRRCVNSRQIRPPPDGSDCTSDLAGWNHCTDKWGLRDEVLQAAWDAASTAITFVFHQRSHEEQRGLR
esBAF inh = inhibitors of esBAF chromatin remodeling in mouse ES cells | Bmi1-luciferase knock-in reporter, 24 h; 100% = twice the neutral-well signal | reporter increase, % at 12.5 µM | 350,000 compounds, 2% hits; in the data active = activation above about 40%; inconclusive = no clear call, values can overlap the other calls;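 also: 0% = median of the plate's neutral control wells and 100% = double that signal; a rise in the Bmi1 reporter signal indicates esBAF inhibition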
RAD52 inh = inhibitors of human RAD52 DNA annealing | recombinant RAD52 DNA annealing, FRET fluorescence | P43351 | 360,000 compounds, 0.46% hits | AID 651710 | inhibition, % at 18.7 µM;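 active = every replicate showing at least 50% inhibition; inconclusive = mean inhibition at least 50% but not in every replicate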
ERAP1 inh = blocks human ERAP1 aminopeptidase activity; Q9NZ08; recombinant ERAP1, Leu-AMC fluorescence, 60 min; inhibition, % at 10.7 µM; 340,000 compounds, 0.15% hits;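 active = mean replicate inhibition of at least 30%, or all replicates individually reaching that 30% level; inactive = mean below 30% and not every replicate reaching it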;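 also: 0% = neutral control wells and 100% = L-leucinethiol positive control wells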
E-sel inducer = E-selectin induction on HUVECs; P16581; HUVEC E-selectin immunofluorescence imaging; normalized: neutral wells 0, TNF-alpha wells 100; activation, % at 7.58 µM; 260,000 compounds, 0.37% hits;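 active = mean E-selectin-positive cell signal at least 10% of the positive control, reached in at least 60% of replicates, without over 20% cell loss; inconclusive = no rule given, readout overlaps actives, possibly toxicity-flagged; inactive = the rest, including those meeting only one limit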;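 also: in these data hits start at about 27%; measured in HUVEC primary endothelial cells; signal is the percent of cells scored E-selectin positive by PE staining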
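material = human umbilical vein endothelial cells (HUVEC), E-selectin induction | quantity = 3,000 cells/well | medium = EGM-2 growth medium on 0.1% gelatin-coated wells | technique = immunofluorescence imaging | read-out basis = % PE-positive cells | control set = TNF-alpha positive control, DMSO neutral control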
XiGFP reactiv = reactivates the inactive X chromosome in mouse fibroblasts; AID 743238; XiGFP mouse fibroblasts, % GFP-positive cells imaging, 3 d; cells co-treated with 5-aza-dC sensitizer; scaled so ellipticine positive control = 100%; 360,000 compounds, 0.055% hits; activation, % at 7.58 µM;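 active = mean normalized replicate activation at least 10% and every replicate at or above 10%; inconclusive = only one of the two criteria met; inactive = mean below 10% and not all replicates reach 10%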;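 also: 0% = median of on-plate neutral control wells and 100% = ellipticine 6 µM median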
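Assay system: SV40-immortalized XiGFP fibroblast cells, line 68-5-11; buffer or medium: DMEM plus 5-aza-dC sensitizer; compound: one concentration, pinned; timing: compounds 3 days, fix/stain 15 min at room temperature; benchmarks: positive control ellipticine, 6 µM final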
ERp5 block = blocks human ERp5 reductase activity on insulin; Q15084; AID 651711; inhibition, % at 9.99 µM; 350,000 compounds, 0.05% hits; ERp5 insulin aggregation, absorbance 650 nm, 90 min;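 active = mean replicate inhibition above about 25%, with every replicate also reaching it, limit read from the data, passing the limit was not always enough; inconclusive = only one of those two criteria met; inactive = neither criterion met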
Numbers without * were called inactive; u = inconclusive; x = not tested or not shown; & = joins results of further samples. Some of the compounds tested; count on the stated rates, not on these rows.

Structure	S100A4 MyoIIA	RAD54 branch	esBAF inh	RAD52 inh	ERAP1 inh	E-sel inducer	XiGFP reactiv	ERp5 block
C[C@@H]1CN([C@H](C)CO)C(=O)CCCn2nncc2CO[C@H]1CN(C)C(=O)Oc1ccccc1	1&-7&6	-2&1&-2	-3&2&0	1&2&-4	0&0&-2	-0.3&0.0	-0.1&0.0	8&0&8
Cc1cccc(NP2(=O)NCCCN2)c1	-5	-6	-4	-2	2	0.4	0.0	-8
OC(CCNCCc1c[nH]c2ccccc12)C(F)(F)F (configuration not stated)	-4	3	-5	-57	-4	9.7	0.1	0
Cc1ccc(OCC(=O)N2CCCC(N3CCN(c4ccc(F)cc4)CC3)C2)cc1 (configuration not stated)	3	6	-4	-12	-5	x	0.0	-3
CCOP(=S)(OCC)Oc1ccc2c(C)c(Cl)c(=O)oc2c1	4	-2	-1	0	-3	x	0.0	-2
COc1ccccc1C1C([N+](=O)[O-])=C(N)Oc2c1c(=O)oc1ccccc21 (configuration not stated)	7	x	x	-10	1	-0.2	-0.1	2
O=C(Nc1ccc(OC(=O)N2CCCCC2)cc1)N1CCOCC1	-8	-2	-72	-7	1	x	0.2	5
Cc1ccc(-c2nc3ccccc3c(=O)n2-c2ncccc2C)cc1	-3	4	4	-5	4	x	x	1
Cn1c(N)c(C(=O)COC(=O)Cc2ccccc2)c(=O)n(C)c1=O	-4	3	-2	0	3	0.1	0.0	-5
COc1ccc(/C=C/C=C2C(=O)NC(=S)NC2=O)cc1	-7	x	1	-96	2	0.0	0.2	-15
O=C(/C=C/c1c[nH]c2ccccc12)c1c(O)n(CCc2ccccc2)c(=O)[nH]c1=O	32	-18	x	-260	2	x	8.9	3
Brc1ccc(Oc2cc(Br)c(Br)cc2Br)c(Br)c1	11	-6	-4	-4	-4	x	x	8
Cc1cc(C(=O)CS(=O)(=O)c2ccccc2)cc(C)c1OC(=O)N(C)C	25	x	x	-21	-3	x	0.0	7
COc1ccc(NC(=O)CN(C)C(=O)CSC(c2ccccc2)c2ccccc2)cc1	-8	-11	-2	10	4	-0.5	-0.5	-5
CCC(CO)(C(=O)OC1CC2CCC(C1)N2C)c1ccccc1 (configuration not stated)	-3	0	3	-9	-2	-0.1	0.1	0
CC1=C(C(=O)Nc2ccccc2)SCCO1	3	-3	15	-3	-2	-0.2	0.1	-4
COC(=O)C1=C(c2ccc(Cl)c(C(F)(F)F)c2)C[C@@H]2CC[C@H]1N2C(=O)NCc1ccco1	0	10	13	-34	-2	-0.1	-0.7	-5
CCCCOCCCN1C(C)=CC(=C2C(=O)NC(=S)NC2=O)C=C1C	6	5	7	-14	-4	1.0	0.1	1
NCCNc1ccc([N+](=O)[O-])c2cccnc12	-2	x	x	3	-3	x	0.2	0
O=C1NCN(c2ccccc2)C12CCN(C(c1cc3ccccc3o1)c1nnnn1C1CCCCC1)CC2 (configuration not stated)	1	2	1	-9	14	-0.6	0.4	2
CCc1ccc(NC2=NCCCS2)cc1	-7	-5	6	-4	-4	x	0.1	9
CN1CC[C@@]23CCCC[C@@H]2[C@@H]1Cc1ccc(O)cc13	0	-1	1	8	-2	0.1	0.1	-7
CN(C)c1ccccc1	-6	-6	-1	6	4	0.4	0.0	-10
Nc1ncnc2c1ncn2[C@@H]1O[C@H](COP(=O)(O)CP(=O)(O)O)[C@@H](O)[C@H]1O	3	-3	0	3	0	21	-0.2	1
Cn1c(O)c(C=NC2CCCCCC2)c(=O)[nH]c1=S	0	x	x	3	-7	x	-0.1	1
CCOc1ccc(-n2c(O)c(/C=C3\C=Nc4ccccc43)c(=O)[nH]c2=O)cc1	7	-10	-5	-431	5	0.2	0.0	0
CC1CCCCN1CC(=O)c1ccc2cc[nH]c2c1 (configuration not stated)	-1	-2	-4	-12	7	2.0	0.0	-5
CCOC(=O)CNC(=S)N1CC2C[C@@H](C1)Cn1c2cccc1=O	4	9	2	-12	-1	2.8	0.2	0
CC12CC1(C)C(=O)N(c1cc(Cl)cc(Cl)c1)C2=O (configuration not stated)	0	-6	-1	2	-2	-0.4	0.0	0
Cc1ccc(C2N3CCCN23)cc1 (configuration not stated)	-5	x	x	0	-5	x	0.2	2
COP(=S)(OC)Oc1ccc(Sc2ccc(OP(=S)(OC)OC)cc2)cc1	0	-5	0	7	4	-0.1	u	2
COc1cc(N2CCOCC2)ccc1C=C1C(=O)NC(=O)NC1=O	-5	x	x	-11	4	x	0.1	-5
C[N+]1(C)C2CCC1CC(OC(=O)c1c[nH]c3ccccc13)C2 (configuration not stated)	-3	3	-4	7	5	-0.1	0.2	-4
CCOP(=O)(Cc1ccc(C#N)o1)OCC	-2	4	5	-3	x	x	0.0	2
CC1CCN(C(=O)C(C)Cl)CC1 (configuration not stated)	-1	4	-4	2	-2	0.0	0.1	-3
COC(=O)C1=C(c2ccc(-c3ccccc3)c(F)c2)C[C@@H]2CC[C@H]1N2C(=O)N1CCOCC1	-2	-4	8	-2	-3	-0.1	0.0	5
NC1CCCCC1N=Cc1c(O)n(Cc2ccc(F)cc2)c(=O)[nH]c1=O (configuration not stated)	-1	-3	3	14	4	x	x	1
C=CCn1c(O)c(/C=N/N2CCOCC2)c(=O)[nH]c1=S	3	x	x	-58	1	0.1	0.3	6
O=C1N(c2ccccc2)C(c2cccnc2)N2CCCN12 (configuration not stated)	-3	x	x	-9	5	2.1	0.8	3
O=C(C1CC1)N1C[C@@H]2N[C@H](C1)[C@@H]2c1ccc(-c2ccncc2)cc1	-2	x	x	9	-4	0.2	0.4	-12
COC(=O)C(O)(c1ccc(N(C)C(=O)c2cccs2)cc1)C(F)(F)F (configuration not stated)	1	x	x	-19	0	x	0.0	2
CC(Cc1ccccc1)NCC(=O)Nc1cc(N(C)C)nc2ccccc12 (configuration not stated)	-10	u	2	11	0	0.7	0.0	8
C[C@]12CC[C@H](OS(=O)(=O)O)CC1=CC[C@@H]1[C@@H]2CC[C@]2(C)C(=O)CC[C@@H]12	-1&15&-10	-5&-6&-9	-8&1&2	-13&-14&-14	-4&-4&-4	0.0&-0.3&-0.5	-0.1&0.1&0.1	4&1&0
COC(=O)[C@@H](N)CCCN=C(N)N[N+](=O)[O-]	-5	-2	-2	-6	-1	1.4	0.3	-4
Cc1onc(-c2c(Cl)cccc2Cl)c1C(=O)Nc1ccc2c(C(F)(F)F)cc(=O)oc2c1	0	x	x	-10	7	-0.5	-0.1	-5
O=C(CN1C(=O)COc2ccccc21)N1CCC2(CC1)OCCO2	-5	4	10	-5	1	x	0.0	-2
CN1CCc2c([nH]c3ccccc23)C1	-2	19	7	30	x	x	x	2
CCc1cccc(CC)c1NC(=S)N1CC2CC(C1)c1cccc(=O)n1C2 (configuration not stated)	1	x	x	-2	0	-2.2	0.5	-6
O=C1NC(=O)N(Cc2ccco2)C(=O)/C1=C/C=C/c1ccco1	-3	x	x	-158	2	x	-0.2	8
C=CCCC1(C2=CCCCC2)C(=O)NC(=O)NC1=O	12	x	x	-3	3	-0.5	0.3	-6
CC(C)C[C@@H]1COc2cc(N3CCN(C)CC3)ccc2S(=O)(=O)N1	8	x	x	-4	0	0.0	0.3	5
CC(C)C(C)(NC(=O)c1cccn(Cc2ccc3c(c2)OC(F)(F)O3)c1=O)C(N)=O (configuration not stated)	4	x	x	-5	2	0.9	0.0	1
CCOC(=O)[C@]12Cc3cc(OC)c(OC)cc3[C@H]1N(Cc1ccccc1)C(=O)c1ccccc12	-1	-7	0	-19	1	-0.2	-0.1	0
CC[n+]1c(/C=C/C=C/c2ccc(N(C)C)cc2)sc2ccccc21	-76	25	x	20	6	x	1.0	1
COC(=O)C(O)(c1ccc2c(c1)CCCN2)C(F)(F)F (configuration not stated)	2	x	0	-2	-5	x	x	5
CC(C)NC(=O)Cn1cc(C(=O)c2ccccc2)c2ccccc21	0	5	-4	5	3	x	0.0	2
Cn1cc(C=O)c2nccnc21	-6	1	-10	-17	2	x	0.1	1
CSCCC(c1nnnn1C1CCCC1)N1CCC(n2c(=O)[nH]c3ccccc32)CC1 (configuration not stated)	1	-5	8	2	5	1.7	-0.1	4
CNCC(O)c1cc(F)c(OCc2ccccc2)c(OCc2ccccc2)c1F (configuration not stated)	2	8	-33	43	-2	-0.3	0.2	5
CCNc1nc(NC(C)(C)C)nc(SC)n1	1	0	-2	1	1	-1.5	0.2	0

Continuation:
Structure	S100A4 MyoIIA	RAD54 branch	esBAF inh	RAD52 inh	ERAP1 inh	E-sel inducer	XiGFP reactiv	ERp5 block
CN1CCN(C(=O)COc2ccc(S(=O)(=O)Nc3ccc(Cl)cc3)cc2)CC1	-2	-2	-3	3	-1	0.6	0.3	-1
COCc1ccc(CN2CCCC(C(=O)c3sccc3C)C2)o1 (configuration not stated)	-5	2	9	-10	-1	x	0.0	2
NC(Cc1ccc(O)cc1)C(=O)NN=Cc1ccc(N(CCCl)CCCl)cc1 (configuration not stated)	-5	-7	5	-7	0	0.9	0.0	6
CC(C)c1ccccc1OCC(=O)N1CCCN(C)CC1	-3	5	x	-9	1	0.2	0.0	1
C=C1C/C(=C/C)C(=O)O[C@@H]2CCN3CC=C(COC(=O)[C@]1(C)O)[C@H]23	0	x	x	-10	-3	x	-0.1	5
CC(C)N1CCN(Cc2cccc([N+](=O)[O-])c2)CC1	-2	x	x	-2	0	-4.6	0.0	1
